From PubChem
Tb MetRS inh – T. brucei MetRS inhibitors, primary screen, biochemical, luminescence | purified T. brucei MetRS, ATP depletion, Kinase-Glo luminescence | inhibition, % at 11.9 µM | hit rate 0.4% among 360,000 | AID 624268, 2012;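 active means inhibition above a per-plate cutoff of the control wells' mean inhibition plus 3 SD, cut at about 5.5% in these data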;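 further: 0% = DMSO wells median and 100% = median of wells with control inhibitor compound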
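Dosing: 11.9 µM single point; system: parasite MetRS enzyme; technique: luminescence of leftover ATP; times: 15 min enzyme-compound preincubation, 2 h reaction, 10 min detection, 25 °C; replicates: each compound tested once; read-out basis: percent inhibition relative to median high and low control wells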
LMPTP inh – LMPTP phosphatase inhibitors, primary screen, biochemical, fluorescence intensity, uHTS; AID 651560, 2012; recombinant LMPTP-A, OMFP fluorogenic substrate; hit rate 0.22% among 360,000; inhibition, % at 20 µM;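 active means compounds that cut the enzyme signal by at least half of the control window in the single-dose screen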;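 further: plate controls were DMSO wells with enzyme plus substrate for no effect and substrate without enzyme for full effect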
Target sequence (P24666 whole entry, looked up): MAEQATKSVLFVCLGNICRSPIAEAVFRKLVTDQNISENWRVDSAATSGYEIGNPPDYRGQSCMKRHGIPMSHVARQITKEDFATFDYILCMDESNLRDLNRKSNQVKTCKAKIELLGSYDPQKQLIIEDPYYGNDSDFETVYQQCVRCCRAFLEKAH
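material = LMPTP-A | quantity = 0.625 nM enzyme | reagent = OMFP substrate, 400 µM final | buffer or medium = Bis-Tris pH 6.0, DTT, detergent | detection = endpoint fluorescence intensity from OMFP dephosphorylation | dosing = single 20 µM dose | read-out basis = % inhibition relative to no-enzyme and uninhibited control wells | control set = no-enzyme and uninhibited controls | timing = 50 min at room temperature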
STEP block – STEP phosphatase inhibitors, primary screen, biochemical, fluorescence intensity, uHTS | Tyrosine-protein phosphatase non-receptor type 5 (Homo sapiens), P54829 | recombinant STEP, OMFP fluorogenic substrate | inhibition, % at 20 µM | hit rate 0.25% among 360,000;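 active means inhibition at 20 µM, scaled per plate between control wells, above about 37%, limit read from the data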;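 further: 0% = DMSO with enzyme and substrate and 100% = substrate only without enzyme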
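material = STEP tyrosine phosphatase | reagent = fluorogenic phosphatase substrate OMFP at 25 µM final | doses = single compound dose of 20 µM, 1% DMSO final | schedule = 20 min reaction, room temperature, in the dark | measured by = fluorescence, 480/540 nm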
CSN deneddyl inh – inhibitors of CSN-mediated cullin deneddylation, primary screen, biochemical, fluorescence polarization, uHTS. hit rate 0.38% among 360,000. AID 651999, 2013. Purified CSN, SCF-Nedd8-OG deneddylation. inhibition, % at 12.5 µM. COP9 signalosome complex subunit 5 (Homo sapiens), Q92905;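 active means pattern-corrected inhibition above about 35%, with an unprinted fluorescence ratio check between 0.5 and 1.5, limit read from the data, passing the limit was not always enough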;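 further: 0% = enzyme with substrate and 100% = substrate without enzyme; some results filed as inactive read as strong as hits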
Target sequence (Q92905 whole entry, looked up, one chain of several): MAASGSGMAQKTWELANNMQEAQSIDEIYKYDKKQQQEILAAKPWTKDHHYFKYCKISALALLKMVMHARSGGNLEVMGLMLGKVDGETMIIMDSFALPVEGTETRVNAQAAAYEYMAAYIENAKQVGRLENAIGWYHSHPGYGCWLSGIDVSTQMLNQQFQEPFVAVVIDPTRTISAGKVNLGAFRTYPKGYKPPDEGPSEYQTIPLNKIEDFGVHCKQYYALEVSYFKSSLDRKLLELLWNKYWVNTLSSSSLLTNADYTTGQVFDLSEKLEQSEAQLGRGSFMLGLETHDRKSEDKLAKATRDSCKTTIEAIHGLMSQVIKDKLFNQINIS
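assay system = purified human Csn5 enzyme expressed in HEK293T cells | amount = 0.24 nM enzyme | buffer or medium = Tris/NaCl/DTT buffer, pH 7.5 | reagent = 10 nM SCFSkp2-Nedd8OG | compound = one concentration, 12.5 µM, 0.25% DMSO | times = 90 min reaction at room temperature | signal = FP | read-out basis = % inhibition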
Rpn11 inh – Rpn11 (PSMD14) deubiquitinase inhibitors, primary screen, biochemical, fluorescence polarization, uHTS | 26S proteasome non-ATPase regulatory subunit 14 (Homo sapiens), O00487 | human 26S proteasome, Ub4-pepOG fluorescence polarization; 20S core pre-blocked with epoxomicin | calls only at 20 µM | hit rate 0.59% among 360,000 | AID 588493, 2011;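 active means inhibition at 20 µM, scaled to each plate's controls, above about 33%, limit read from the data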
Target sequence (O00487 whole entry, looked up): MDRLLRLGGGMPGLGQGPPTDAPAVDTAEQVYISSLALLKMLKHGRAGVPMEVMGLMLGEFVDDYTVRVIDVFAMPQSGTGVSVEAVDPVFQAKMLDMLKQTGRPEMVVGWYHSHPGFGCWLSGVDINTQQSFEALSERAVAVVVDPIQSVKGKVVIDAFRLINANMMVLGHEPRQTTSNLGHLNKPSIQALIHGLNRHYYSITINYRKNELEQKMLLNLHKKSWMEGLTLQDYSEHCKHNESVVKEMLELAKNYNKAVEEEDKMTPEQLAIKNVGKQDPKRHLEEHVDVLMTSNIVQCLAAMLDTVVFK
NadD block – inhibitors of S. aureus NadD, primary screen, biochemical, colorimetric, uHTS; purified NadD enzyme, colorimetric absorbance read-out; hit rate 0.78% among 360,000; AID 602399, 2012; inhibition, % at 20 µM; in the data active means inhibition above about 26%; further: some compounds past the cut are filed as inactive
Scp-1 inhibitor – Scp-1 phosphatase inhibitors, primary screen, biochemical, colorimetric, uHTS | Recombinant Scp1, phosphopeptide, malachite green phosphate absorbance | hit rate 0.88% among 340,000 | inhibition, % at 20 µM;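 active means inhibition above about 50% at 20 µM, limit read from the data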;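 further: plate controls were DMSO wells with enzyme for no effect and wells lacking enzyme for full effect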
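Material – SCP-1 phosphatase catalytic domain, residues 76-261 · Buffer or medium – Acidic Tris acetate buffer with magnesium and detergent · Also added – Phospho 17-mer peptide substrate · Compound – single 20 µM dose, 1% DMSO · Times – 45 min room-temperature reaction, 5 min colour, 30 min stabiliser · Technique – Phosphate-binding colour reagent, absorbance read at 630 nm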
MsrA inhibitor – bovine MsrA enzyme inhibitors, primary screen, biochemical, absorbance, HTS; Methionine sulfoxide reductase A (Bos taurus); purified bovine MsrA, absorbance read-out; inhibition, % at 15.5 µM; hit rate 0.75% among 360,000; AID 651718, 2012; in the data active means inhibition above about 4.5%;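 further: 0% = vehicle wells with enzyme and 100% = reference inhibitor wells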
DNMT1 inh – human DNMT1 methyltransferase inhibitors, primary screen, biochemical, molecular beacon, fluorescence, HinP1I cleavage, uHTS; DNA (cytosine-5)-methyltransferase 1 (Homo sapiens), P26358; inhibition (reported as % activation of signal), % at 10 µM; hit rate 0.83% among 360,000; in the data active means inhibition above about 50%
SUMO1-SIM PPI – modulators of SUMO1 protein-protein interactions, primary screen, biochemical, uHTS; Small ubiquitin-related modifier 1 (Homo sapiens), P63165; SUMO1 binding to a labelled peptide, TR-FRET, 1 h; inhibition, % at 20 µM; hit rate 0.33% among 360,000; AID 602429, 2012; in the data active means inhibition above about 37%
Target sequence (P63165 whole entry, looked up): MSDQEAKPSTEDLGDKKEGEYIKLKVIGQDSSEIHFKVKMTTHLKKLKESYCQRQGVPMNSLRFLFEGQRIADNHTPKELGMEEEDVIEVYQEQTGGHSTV
Active calls of the source: *.

What do the screens show for `CN1CCCN(C(=O)c2c(F)cccc2Cl)CC1`?
Tb MetRS inh: -0.8; LMPTP inh: -0.5; STEP block: -0.3; CSN deneddyl inh: 2.7; Rpn11 inh: inactive; NadD block: 0.5; Scp-1 inhibitor: -1.2; MsrA inhibitor: 0.8; DNMT1 inh: 1.9; SUMO1-SIM PPI: -0.1

Results for Cc1ccc2nc(C3CCCCC3)c(Cc3ccccc3)n2c1 ?
Tb MetRS inh: 0.2; LMPTP inh: 0.8; STEP block: 1.1; CSN deneddyl inh: -5.0; Rpn11 inh: inactive; NadD block: -4.4; MsrA inhibitor: 0.2; DNMT1 inh: -1.1; SUMO1-SIM PPI: -3.2

What do the screens show for `CCn1cc(C(=O)N2CC=C(c3ccccc3)CC2)c(=O)c2ccc(C)nc21`?
Tb MetRS inh: -0.3; LMPTP inh: 0.5; STEP block: -2.2; CSN deneddyl inh: -4.5; Rpn11 inh: inactive; NadD block: 7.3; Scp-1 inhibitor: -2.2; DNMT1 inh: -3.8; SUMO1-SIM PPI: 1.2

Results for COc1ccc(NC(=O)C2=CC=CN3CCS(=O)(=O)N=C23)c(OC)c1 ?
Tb MetRS inh: -0.3; LMPTP inh: -1.4; STEP block: -3.5; CSN deneddyl inh: 4.2; Rpn11 inh: inactive; NadD block: -2.6; Scp-1 inhibitor: -1.8; MsrA inhibitor: 2.8; DNMT1 inh: -13.0; SUMO1-SIM PPI: -0.3

How did O=C(COc1nncc2ccccc12)Nc1c(F)c(F)c(F)c(F)c1F do in these assays?
Tb MetRS inh: -0.8; LMPTP inh: -1.5; STEP block: 3.9; CSN deneddyl inh: 1.6; Rpn11 inh: inactive; NadD block: -4.8; Scp-1 inhibitor: -4.9; MsrA inhibitor: 0.5; DNMT1 inh: -1.0; SUMO1-SIM PPI: -0.1

What do the screens show for `Cc1ccc(C(=O)N/C(=C\c2ccco2)C(=O)NCCCn2ccnc2)cc1`?
Tb MetRS inh: -0.5; LMPTP inh: -5.8; STEP block: -0.4; CSN deneddyl inh: 1.5; Rpn11 inh: inactive; NadD block: 4.3; Scp-1 inhibitor: -7.8; MsrA inhibitor: 1.3; DNMT1 inh: 1.3; SUMO1-SIM PPI: -7.8

Results for O=[N+]([O-])c1ccccc1CSc1nc2ccccc2o1 ?
Tb MetRS inh: -0.3; LMPTP inh: -0.3; STEP block: -0.8; CSN deneddyl inh: 1.2; Rpn11 inh: inactive; NadD block: -6.8; Scp-1 inhibitor: -7.6; MsrA inhibitor: 0.6; DNMT1 inh: 3.1; SUMO1-SIM PPI: -7.8

What do the screens show for `CN(CC(=O)Nc1ccc(Cl)c(C(F)(F)F)c1)C(=O)c1ccc2c(c1)OCCO2`?
Tb MetRS inh: 0.1; LMPTP inh: 1.8; STEP block: -2.5; CSN deneddyl inh: 5.8; Rpn11 inh: inactive; NadD block: -7.4; Scp-1 inhibitor: -4.2; MsrA inhibitor: -0.2; DNMT1 inh: -0.3; SUMO1-SIM PPI: 8.2

How did O=S(=O)(NCC1CCCO1)c1ccc(S(=O)(=O)N(Cc2ccccc2F)C2CCCCC2)cc1 (centres undefined) do in these assays?
Tb MetRS inh: -0.1; LMPTP inh: 1.2; STEP block: -5.2; CSN deneddyl inh: 1.1; Rpn11 inh: inactive; NadD block: -8.9; Scp-1 inhibitor: -6.3; MsrA inhibitor: -0.9; DNMT1 inh: -5.6; SUMO1-SIM PPI: -0.4

What do the screens show for `CCN(CC(=O)NCc1ccc(Cl)cc1)C(=O)CN1C(=O)NC(C)(c2ccccc2)C1=O` (centres undefined)?
Tb MetRS inh: -0.3; LMPTP inh: 0.0; STEP block: -2.1; CSN deneddyl inh: 3.2; Rpn11 inh: inactive; NadD block: -4.3; Scp-1 inhibitor: -4.8; MsrA inhibitor: -0.2; DNMT1 inh: -2.1; SUMO1-SIM PPI: 1.8

How did COc1ccc(S(=O)(=O)N(C)C[C@H]2Oc3ccc(NS(=O)(=O)c4cccs4)cc3CC(=O)N([C@H](C)CO)C[C@H]2C)cc1 do in these assays?
Tb MetRS inh: -0.4; LMPTP inh: -0.4; STEP block: -1.0; CSN deneddyl inh: 0.9; Rpn11 inh: inactive; NadD block: -0.9; Scp-1 inhibitor: -9.8; MsrA inhibitor: 0.1; DNMT1 inh: -5.9; SUMO1-SIM PPI: 5.3

Results for CCOC(=O)c1sc(C)c2c(=O)n(CCCN3CCOCC3)cnc12 ?
Tb MetRS inh: -0.2; LMPTP inh: -2.5; STEP block: 6.0; CSN deneddyl inh: 0.5; Rpn11 inh: inactive; NadD block: 7.3; Scp-1 inhibitor: 8.5; MsrA inhibitor: 2.1; DNMT1 inh: 0.3; SUMO1-SIM PPI: -22.7

Results for NC(=O)CSc1nnc(SCc2ccc(F)cc2)s1 ?
Tb MetRS inh: -0.7; LMPTP inh: -0.5; STEP block: -3.6; CSN deneddyl inh: 0.0; Rpn11 inh: inactive; NadD block: -6.2; Scp-1 inhibitor: -1.1; MsrA inhibitor: 2.6; DNMT1 inh: 3.8; SUMO1-SIM PPI: -1.4

How did CN(CCOc1ccc(Cl)cc1)C(=O)C1CCN(C(=O)c2ccc(Cl)cc2)CC1 do in these assays?
Tb MetRS inh: -0.4; LMPTP inh: 0.0; STEP block: -0.7; CSN deneddyl inh: -0.8; Rpn11 inh: inactive; NadD block: -0.2; Scp-1 inhibitor: 1.0; MsrA inhibitor: -0.3; DNMT1 inh: -0.7; SUMO1-SIM PPI: -3.0

What do the screens show for `CCN(CC)S(=O)(=O)c1ccc2c(c1)nc(CCC(=O)O)n2C`?
Tb MetRS inh: -0.6; LMPTP inh: -0.4; STEP block: -2.6; CSN deneddyl inh: 1.6; Rpn11 inh: inactive; NadD block: -2.3; Scp-1 inhibitor: -4.1; MsrA inhibitor: -1.1; DNMT1 inh: 0.4; SUMO1-SIM PPI: 2.0

What do the screens show for `Cc1cc(NC(=O)COC(=O)c2oc3c(ccc4ccccc43)c2C)no1`?
Tb MetRS inh: -0.7; LMPTP inh: 2.1; STEP block: 0.4; CSN deneddyl inh: 1.9; Rpn11 inh: inactive; NadD block: 2.8; Scp-1 inhibitor: 0.7; MsrA inhibitor: -0.2; DNMT1 inh: 38.0; SUMO1-SIM PPI: 5.4

How did CC(=O)N1CCN(CC(=O)Nc2ccc3c(c2)CCC3)CC1 do in these assays?
Tb MetRS inh: -0.3; LMPTP inh: -1.6; STEP block: 1.2; CSN deneddyl inh: -1.2; Rpn11 inh: inactive; NadD block: -0.9; Scp-1 inhibitor: -4.6; MsrA inhibitor: 0.3; DNMT1 inh: -1.6; SUMO1-SIM PPI: 1.3

Results for COc1ccccc1N1CCN(C(=O)c2sc3nc4n(c(=O)c3c2C)CCC4)CC1 ?
Tb MetRS inh: -0.8; LMPTP inh: -1.9; STEP block: -1.6; CSN deneddyl inh: -4.2; Rpn11 inh: inactive; NadD block: -2.9; Scp-1 inhibitor: -5.2; MsrA inhibitor: 2.3; DNMT1 inh: 1.1; SUMO1-SIM PPI: 2.3

How did CCCNC(=O)c1onc(CSc2ccc(Cl)cc2)c1C(=O)NC(C)C do in these assays?
Tb MetRS inh: -0.5; LMPTP inh: 0.3; STEP block: -2.2; CSN deneddyl inh: -0.8; Rpn11 inh: inactive; NadD block: -9.8; Scp-1 inhibitor: 2.4; MsrA inhibitor: 1.0; DNMT1 inh: 0.1; SUMO1-SIM PPI: 1.6

How did Cc1cc2ccccc2n1CCC(=O)O do in these assays?
Tb MetRS inh: 0.1; LMPTP inh: 0.1; STEP block: 1.2; CSN deneddyl inh: -5.5; Rpn11 inh: inactive; NadD block: -2.7; Scp-1 inhibitor: -8.4; MsrA inhibitor: 0.4; DNMT1 inh: -3.4; SUMO1-SIM PPI: 0.9

How did CC(C)C[C@@H]1COc2cccc(N3CCC[C@@H]3CO)c2S(=O)(=O)N1 do in these assays?
Tb MetRS inh: -0.9; LMPTP inh: -0.6; CSN deneddyl inh: -8.4; NadD block: -4.1; MsrA inhibitor: 1.3; SUMO1-SIM PPI: -2.3

How did Nc1nnnn1CC(=O)N/N=C/C=C/c1ccccc1 do in these assays?
Tb MetRS inh: -0.4; LMPTP inh: -0.9; STEP block: -2.7; CSN deneddyl inh: -3.0; Rpn11 inh: inactive; NadD block: -7.5; Scp-1 inhibitor: -3.6; MsrA inhibitor: 1.9; DNMT1 inh: -4.5; SUMO1-SIM PPI: -28.9

How did CCn1c(SCC(=O)c2ccc(OC)cc2)nnc1C1CC1 do in these assays?
Tb MetRS inh: -0.5; LMPTP inh: -0.5; STEP block: -2.2; CSN deneddyl inh: 4.0; Rpn11 inh: inactive; NadD block: 2.7; Scp-1 inhibitor: -4.3; MsrA inhibitor: 0.9; DNMT1 inh: 1.7; SUMO1-SIM PPI: 0.9

What do the screens show for `COc1ccc(S(=O)(=O)NCC(c2cccs2)N2CCc3ccccc3C2)cc1` (centres undefined)?
Tb MetRS inh: -0.3; LMPTP inh: 2.5; STEP block: -0.8; CSN deneddyl inh: -6.7; Rpn11 inh: inactive; NadD block: -4.7; Scp-1 inhibitor: -3.9; MsrA inhibitor: 0.0; DNMT1 inh: -4.0; SUMO1-SIM PPI: 0.9

Results for CCn1c(CSc2nc(C)cc(C)n2)nnc1SCC(=O)N1CCCc2ccccc21 ?
Tb MetRS inh: -0.3; LMPTP inh: -0.8; STEP block: 0.2; CSN deneddyl inh: -4.1; Rpn11 inh: inactive; NadD block: 8.4; Scp-1 inhibitor: 3.4; MsrA inhibitor: 0.7; DNMT1 inh: -1.7; SUMO1-SIM PPI: -1.0
